Nrf2 ARE act: activators of Nrf2 (ARE) signaling | AREc32 ARE-luciferase reporter (MCF7-derived line), luminescence, 24 h | Potency, µM (titrated, usually from 46.1 µM), for inactives: at the highest dose activation, actives largely listed as activators | actives 0.31% (n = 410,000); note: potency is the fitted concentration of half-maximal effect; % of control where 0% means no effect; nearly all actives have a fitted effect of over 65% in size
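For detection, Steady-Glo was added and plates sat 30 min at RT; before that, AREc32_Fluc cells grown overnight in OPTI-MEM/5% FBS had been treated with 23 nL compound for 24 hr at 37 deg C.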
Abeta yeast res: restores growth of yeast expressing A-beta42 peptide. yeast expressing A-beta42, growth rescue, OD600, 48 h; response scale: 0% DMSO, 100% iron-clioquinol control. Potency, µM (top dose mostly 46.1 µM), without a hit: at the highest dose growth rescue, usual class: activators. actives 0.063% (n = 410,000). AID 1347071; note: potency is the fitted concentration of half-maximal effect; nearly all actives have a fitted effect of over 55% in size
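Growth rescue measured by 600 nm absorbance after 48 h yeast culture at 30 C with compound. Values normalized between DMSO and an equimolar ferric chloride plus clioquinol control.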
Nrf2 inh: blocks Nrf2 signaling; A549 ARE-Fluc reporter, luciferase luminescence, 18-24 h; Potency, µM (titrated, usually from 46 µM), for the others: at the highest dose activity change, negative = inhibition, actives largely listed as inhibitors; actives 2.1% (n = 360,000); AID 504444; note: potency is the fitted concentration of half-maximal effect; % is set by controls: 0 for no effect and ±100 for the full control effect; nearly all actives have a fitted effect of over 60% in size
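A549 ARE_Fluc cells (5000/well, 5% FBS OPTI-MEM) pre-incubated 2 h, then treated with compounds 18-24 h at 37C/5% CO2 in concentration-response. CellTiter-Fluor viability read first; BugLite luciferase luminescence after 15 min at room temperature gives Nrf2 activity.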
HepG2 tox: kills HepG2 cells in TGF-b inhibitor counter-screen. HepG2 CAGA-GFP viability, ATP luminescence, 18 h. actives 0.76% (n = 410,000). AID 588856. Potency, µM (series often up to 46.1 µM), inactives show top-dose activity change, negative = cytotoxicity, usual class: cytotoxic; note: potency is the fitted concentration of half-maximal effect; some results filed as inactive show a strong effect at the top dose
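CellTiter-Glo luminescence gave cytotoxicity after 18 hours at 37 degrees C. The cells were HepG2 CAGA-GFP in 1% FBS DMEM, stimulated with 500 pg/mL TGF-beta after compound addition. %Activity was normalised to no-cell wells (complete cell-killing) and DMSO (no toxicity), and curves were fitted and classified.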
pAkt inh: Akt phosphorylation inhibition | Neuro2A IGF-stimulated pAkt S473 HTRF, 20 min; hits give low values | activity change, % for hits at 50 µM | actives 0.32% (n = 360,000); in the data active = activity change below about -80%; inconclusive = mostly about -51% to -80%; note: % is set by controls: 0 for no effect and ±100 for the full control effect
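Neuro2A cells (4,500/well, DMEM with 0.5% FBS) were treated with compound at a single 50 µM final concentration, stimulated with 6 nM IGF for 20 min at 37 °C, and lysed. Phospho-Akt Ser473 was read by HTRF as 665/615 ratio ×10^4.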
MmCpn inh: M. maripaludis TRiC chaperonin inhibition; purified Mm-Cpn ATPase, ADP Transcreener TR-FRET; Potency, µM (highest dose often 76.9 µM), for the others: at the highest dose activity, negative = inhibition, most hits filed as inhibitors; actives 0.031% (n = 330,000); note: potency is the fitted concentration of half-maximal effect; % is set by controls: 0 for no effect and ±100 for the full control effect; nearly all actives have a fitted effect of over 80% in size
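Eu-cryptate anti-ADP/ADP-d2 competition gives a ratio inversely related to ADP. Enzyme at 25 nM was pre-exposed to compound for 10 min, then given 10 uM ATP for 30 min, 37°C throughout.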
TGFb inhibitor: blocks TGF-b signaling | AID 588855 | actives 1.2% (n = 410,000) | HepG2 CAGA-GFP TGF-b/SMAD3 reporter, GFP fluorescence, 18 h; TGF-beta stimulated, 500 pg/mL final | Potency, µM (series often up to 46.1 µM), for the others: top-dose activity, negative = inhibition, actives largely listed as inhibitors; note: potency is the fitted concentration of half-maximal effect; % is set by controls: 0 for no effect and ±100 for the full control effect; nearly all actives have a fitted effect of over 65% in size
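HEPG2 CAGA-GFP cells (1000/well, DMEM with 1% FBS) were pre-incubated 2 h at 37 degrees C, given compound by pin tool, then stimulated with TGF-beta at 500 pg/mL final for 18 h before per-cell GFP fluorescence imaging.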
CCT chaperon mod: modulators of cytosolic chaperonin (CCT/TRiC) activity | activity change, % (test concentration not listed), hits read low | actives 0.3% (n = 360,000) | purified chaperonin ATPase assay, HTRF ADP detection, 30 min; in the data active = activity change below about -30%; note: % is set by controls: 0 for no effect and ±100 for the full control effect
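Nucleotide hydrolysis assay: TRiC at 20–40 nM final (set by batch activity) with 10 uM ATP, 30 min at 37 °C, in presence of 76 uM compound. Detection by competitive ADP HTRF, 30 min ambient.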
A549 tox: kills or reduces viability of A549 cells in Nrf2 counter-screen; actives 0.16% (n = 390,000); Potency, µM (doses to about 46 µM), inactives show top-dose activity change, negative = cytotoxicity, most hits filed as inhibitors; AID 504648; A549 ARE-Fluc cells, CellTiter-Fluor viability, 18-24 h; note: potency is the fitted concentration of half-maximal effect; % is set by controls: 0 for no effect and ±100 for the full control effect
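A549 ARE_Fluc cells in 5% FBS OPTI-MEM were exposed to compounds in concentration-response for 18-24 h at 37 deg C. Viability was read by CellTiter-Fluor fluorescence (Ex 405/Em 525) after 30 min, before the luciferase read.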
Active calls of the source: *; i = inactive; ? = inconclusive; · = no result given; & = joins results of further samples; [ ] = dose if it differs, or a comment. Unless noted, calls come from the whole dose curve; as a rule, active = well fitted curve in the direction sought with a large enough effect; inconclusive = small, poorly fitted or top-dose-only effect, or another doubt; inactive = no such curve, though single readings can be large; an effect the other way counts as inactive or inconclusive.

SMILES | Nrf2 ARE act | Abeta yeast res | Nrf2 inh | HepG2 tox | pAkt inh | MmCpn inh | TGFb inhibitor | CCT chaperon mod | A549 tox
CCn1c(=O)c2c(nc(SCC(=O)NC3CCCC3)n2C)n(C)c1=O | -0.5% | 1% | 3% | -39% | i | 1% | 0% | 1.9 | 9%
Cc1cccc(C(=O)NC2CCCCCCC2)c1 | -0.1% | -17% | ? | -6% | i | -1% | 5% | 1.5 | 11%
COc1ccccc1-c1ncnn1-c1sc2c(c1C#N)CCCCC2 | 5.8% | -3% | 9% | 19% | · | · | 17% | · | -3%
O=S(=O)(c1ccc(F)cc1)N1CCN(c2ccccn2)CC1 | -0.7% | -10% | ? | 0% | i | 2% | -4% | -2.8 | -1%
COC(=O)c1ccc(Cn2ccc(=O)[nH]c2=O)cc1 | 0.2% | 8% | 0% | 5% | i | · | 16% | 2.6 | -4%
O=C1C2CCCCN2C(=O)N1CCCCN1CCN(c2ccc([N+](=O)[O-])cc2)CC1 (centres undefined) | 0.8% | 9% | -28% | -9% | i | -2% | 5% | -0.2 | -12%
Cc1ccc(CNC(=O)c2ccc(S(=O)(=O)N3CCCCCC3)cc2)cc1 | 0.7% | 8% | · | -45% | i | · | ? | 0.2 | ·
COCCN(CCOC)S(=O)(=O)c1ccc(C(=O)Nc2ccncc2)cc1 | 0.1% | 8% | 1% | -5% | i | 1% | 0% | -2.8 | 3%
Cc1ccc(-c2csc3ncn(C(C)C(=O)O)c(=O)c23)cc1 (centres undefined) | 0.2% | 5% | -11% | -4% | i | -2% | -6% | -1.9 | -3%
NC1=NC[C@@H](CC2CCCCC2)N1CCc1cc(C(F)(F)F)cc(C(F)(F)F)c1 | -2.8% | -19% | -6% | -93% | i | 0% | ? | -0.1 | -9%
CCCCc1nc(NCCN)c(C#N)c2c1CSC(C)(C)C2 | 0.7% | 11%[9.22 µM] | · | -52% | i | -2% | 12% | 3.6 | -26%
CC(=O)c1cccc(NC(=O)c2sc(-n3nc(C)c(Cc4ccc5c(c4)OCO5)c3C)nc2C)c1 | -0.5% | -12% | 9.2µM* | -4% | · | · | ? | · | ?
C/C(=N\NC(=S)Nc1ccccc1)C1Cc2ccccc2C(=O)O1 (centres undefined) | 3.3% | ? | 1% | -28% | i | 2% | ? | -1.8 | -3%
O=C(COC(=O)c1ccc(Br)o1)Nc1ccc(Br)cc1 | 0.1% | 5% | 9% | 2% | i | 1% | 1% | -1.0 | 1%
CCCCNC(=O)C(=O)NCC1CCCN1S(=O)(=O)c1cccs1 (centres undefined) | -0.3% | -3% | 2% | -1% | i | 1% | 0% | -1.5 | -3%
Cn1nc(C(=O)Oc2cc(=O)n(C)c3ccccc23)c2ccccc2c1=O | -0.3% | -4% | 8% | -4% | i | 1% | -2% | 0.2 | 2%
CC(C)CCSc1nc2c(c(=O)n(C)c(=O)n2C)n1Cc1ccccc1Cl | 0.6% | 16% | 13% | -25% | · | · | -3% | · | -7%
CCC1CCc2c(sc(N)c2C(N)=O)C1 (centres undefined) | 2.8% | -8% | 3% | 4% | i | · | 6% | 0.6 | 0%
COc1ccc(OCCSc2nc3ccccc3n2CC(=O)O)cc1 | -0.7% | -16% | 14% | 6% | · | 0% | 11% | 1.7 | -4%
Cn1ncc2c(N3CCN(c4ccccc4F)CC3)ncnc21 | 1.4%&-0.4% | 3%&5% | · | -20%&-8% | i | 1% | -13%&17% | 1.1 | 12%&4%
Nc1c(C(=O)CSc2nccn2-c2cccc(F)c2)c(=O)[nH]c(=O)n1C1CC1 | -0.9% | 2% | 13% | 10% | i | 1% | 10% | 0.7 | 0%
CC(C)c1ccc(NC(=O)c2cccnc2)cc1 | 5.0% | 18% | ? | -29% | i | 3% | 6% | -0.7 | -6%
CCOc1ccc(-c2cc(N3C(=O)Nc4ccccc4N3O)n[nH]2)cc1 | -0.2% | -3% | -5% | 0% | i | 1% | 9% | 1.8 | -6%
CCOC(=O)c1ccc(NC(=S)N(CCCN(CC)CC)Cc2ccco2)cc1 | -1.4% | -13% | 4% | -20% | i | -1% | -1% | 0.1 | -15%
O=C(NNS(=O)(=O)c1ccccc1F)c1cccc(S(=O)(=O)N2CCOCC2)c1 | 0.0% | 1% | -9% | 10% | i | 1% | 17% | -0.3 | 0%
CCCCNC(=O)C1c2ccccc2OCC(=O)N1CCCN1CCOCC1 (centres undefined) | -1.2% | -12% | · | · | i | · | · | 1.3 | ·
S=C(Nc1ccccc1)Nc1nc2ccccc2n1CCOc1ccc(Cl)cc1 | -1.5% | -31% | ? | -58% | i | -16% | 14µM* | 2.3 | -11%
Cn1cnc([N+](=O)[O-])c1Sc1nc(N)nc2c1ncn2C1OC(CO)C(O)C1O (centres undefined) | 4.0% | -10% | ? | -46% | i | · | 2µM* | -4.8 | ?
COC(CNC(=O)c1ccc(Cn2c(=S)[nH]c3cc4c(cc3c2=O)OCO4)cc1)OC | 0.5% | -18% | -6% | 8% | i | 2% | 6% | 0.8 | -2%
CNCCC1Sc2ccccc2Oc2ccccc21 (centres undefined) | -0.6% | 2% | -5% | 5% | i | 2% | 8% | 0.8 | 0%
COc1ccc(NC(=O)CSc2nnc3n2CCCCC3)cc1 | -0.7% | -6% | 7% | -7% | i | 1% | 5% | 0.0 | 2%
COCCN(Cc1cc2cc(C)ccc2n2nnnc12)C(=S)Nc1cccc(C)c1 | 0.1% | -15% | 1% | 9% | i | 0% | 0% | -1.1 | -1%
CC(C)Cn1c(N)c(C(=O)COC(=O)[C@H](C)NC(=O)c2ccccc2Cl)c(=O)n(C)c1=O | 0.5% | -11% | -2% | 6% | i | 3% | 0% | 4.0 | 11%
CSc1ccc(/C=C2\C(=N)N3N=C(CC(=O)N4CCCCC4)SC3=NC2=O)cc1 | -0.7% | 33% | -7% | 6% | i | -6% | 15% | 1.4 | -2%
N#Cc1cccc(NC(=O)C2SC(=Nc3ccccc3)C(C(=O)N3CCOCC3)=C2N)c1 (centres undefined) | 2.1% | -17% | -28% | 4% | i | -1% | 9% | -2.2 | 1%
COc1ccc(NC(=O)COC(=O)CCCC2=NS(=O)(=O)c3ccccc3N2)cc1 | -0.6% | 11% | 12% | -1% | i | -2% | 0% | -3.1 | 2%
N#Cc1c(-c2ccco2)cc(C2CC2)nc1N | ? | -21% | · | 0% | i | -2% | 1% | 1.0 | 0%
COc1ccc(C(=O)NCc2cnn(C)c2C)cc1OC1CCN(C(C)C)CC1 | 0.2% | -2% | 4% | 0% | i | 1% | 11% | -0.7 | 6%
COCCCNC(=O)c1ccc(N2CCOCC2)c(NS(=O)(=O)c2ccc(OC)cc2)c1 | 0.2% | -3% | 16% | -33% | i | -3% | 3% | -0.5 | 2%
Cc1ccc(NC(Cc2cc(C)no2)c2ccccc2)cc1 (centres undefined) | -0.6% | ? | 0% | -20% | i | 2% | 0% | -2.4 | -1%
CCCOc1ccc(S(=O)(=O)NNC(=O)c2cc3ccccc3o2)cc1 | -0.2% | 0% | 14% | -10% | i | 4% | -20% | -0.2 | -1%
COC(=O)C1=C(CS(=O)(=O)c2ccc(C)cc2)NC(=O)NC1c1ccc(OC)c(OC)c1 (centres undefined) | -0.2% | 5% | 2% | 6% | i | -2% | 15% | -0.3 | -3%
Nc1nc(SCc2ccc(Br)cc2)c2ncn(C3OC(CO)C(O)C3O)c2n1 (centres undefined) | 5.2% | 6% | -18% | -8% | i | · | -3% | -4.7 | 3%
Cc1cc(N2CCOCC2)ccc1/C=C1\SC(=O)N(C(C)C)C1=O | 2.6% | 15% | 20% | -15% | i | -2% | -1% | -0.7 | -16%
Cc1ccc(-n2c(SCc3nnc4n3CCC4)nnc2-c2ccccc2)cc1 | 0.1% | -4% | -1% | -5% | i | 0% | -21% | -0.8 | -5%
CC(C)n1c(N2CCCC2)nc2c1c(=O)[nH]c(=O)n2C | 2.1% | -17% | -6% | 8% | i | 1% | 19% | -1.0 | 0%
COc1ccc(Cn2ccnc2SCC(=O)NCc2ccccc2)cc1 | -0.6% | -3% | · | -2% | · | · | -11% | · | -4%
Cc1cc(Nc2ccccc2)n(CCOC(=O)COc2ccccc2)n1 | -0.2% | 25% | 1% | 0% | i | ? | 9% | -0.8 | -1%
Clc1ccccc1OCCCOc1cccc2cccnc12 | 2.7% | 12% | 3% | -19% | i | -3% | ? | -7.3 | 12%
O=C(O)CN(c1ccc(F)cc1)S(=O)(=O)c1ccc2c(c1)OCCO2 | -0.7% | 11% | 2% | -84% | i | -2% | -7% | 0.3 | 12%
Cc1cccc(COC[C@H](CC(C)C)N2CCN(C(=O)c3ccc(C(C)(C)C)cc3)CCC2=O)c1 | -3.0% | -5% | · | · | i | · | · | 0.1 | ·
O=C(Cc1ccccc1)NC(NCCCN1CCOCC1)(C(F)(F)F)C(F)(F)F | -1.2% | 21% | -9% | 2% | i | 1% | 0% | -2.0 | -6%

Filtered by structure, the entries above containing a CF3 group.
SMILES | Nrf2 ARE act | Abeta yeast res | Nrf2 inh | HepG2 tox | pAkt inh | MmCpn inh | TGFb inhibitor | CCT chaperon mod | A549 tox
NC1=NC[C@@H](CC2CCCCC2)N1CCc1cc(C(F)(F)F)cc(C(F)(F)F)c1 | -2.8% | -19% | -6% | -93% | i | 0% | ? | -0.1 | -9%
O=C(Cc1ccccc1)NC(NCCCN1CCOCC1)(C(F)(F)F)C(F)(F)F | -1.2% | 21% | -9% | 2% | i | 1% | 0% | -2.0 | -6%
